BH1578 lux ind: quorum light induction in luxS cqsA deficient V. cholerae; V. cholerae BH1578 lux reporter, luminescence, 6 h; 350,000 tested, 0.16% active; activation, % at 18.7 µM; in the data active = activation mostly above about 9.7%, no sharp cut-off; also: not every result past the cut was called active; inactives centre near 0; reference of the scale not given here
Mtb BioA inh: inhibitors of Mycobacterium tuberculosis BioA enzyme. purified M. tuberculosis BioA enzyme, plate reader. inhibition, % at 9.99 µM. 360,000 tested, 0.096% active. AID 602481; in the data active = inhibition above about 40%
FadD28 FP inh: inhibitors of Mycobacterium tuberculosis FadD28 bisubstrate binding; FadD28 bisubstrate probe binding, fluorescence polarization; inhibition, % at 12.5 µM; 360,000 tested, 0.22% active; in the data active = inhibition above about 8.5%, passing the limit was not always enough
Mtb FBA inh: inhibits M. tuberculosis FBA enzyme; P9WQA3; purified M. tuberculosis FBA, fluorescence read-out; inhibition, % at 1 µM; 360,000 tested, 2.3% active; in the data active = inhibition above about 27%;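 also: 0% = vehicle and 100% = reference inhibitor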
Target sequence (P9WQA3 whole entry, looked up): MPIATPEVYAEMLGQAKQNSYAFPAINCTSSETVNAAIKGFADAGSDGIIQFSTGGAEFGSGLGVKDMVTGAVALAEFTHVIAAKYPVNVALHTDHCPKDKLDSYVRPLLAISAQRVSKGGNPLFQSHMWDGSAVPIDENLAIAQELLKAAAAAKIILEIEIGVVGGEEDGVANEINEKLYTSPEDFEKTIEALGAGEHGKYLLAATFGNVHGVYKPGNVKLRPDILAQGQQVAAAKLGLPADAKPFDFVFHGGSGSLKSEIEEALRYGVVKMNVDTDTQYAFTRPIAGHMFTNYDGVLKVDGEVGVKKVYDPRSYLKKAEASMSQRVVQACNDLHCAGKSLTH
Mtb UGM inh: blocks M. tuberculosis UGM enzyme; inhibition, % at 10 µM; P9WIQ1; AID 504406; 320,000 tested, 0.06% active; purified UGM, fluorescence polarization probe displacement; in the data active = inhibition above about 10%, passing the limit was not always enough
Target sequence (P9WIQ1 whole entry, looked up): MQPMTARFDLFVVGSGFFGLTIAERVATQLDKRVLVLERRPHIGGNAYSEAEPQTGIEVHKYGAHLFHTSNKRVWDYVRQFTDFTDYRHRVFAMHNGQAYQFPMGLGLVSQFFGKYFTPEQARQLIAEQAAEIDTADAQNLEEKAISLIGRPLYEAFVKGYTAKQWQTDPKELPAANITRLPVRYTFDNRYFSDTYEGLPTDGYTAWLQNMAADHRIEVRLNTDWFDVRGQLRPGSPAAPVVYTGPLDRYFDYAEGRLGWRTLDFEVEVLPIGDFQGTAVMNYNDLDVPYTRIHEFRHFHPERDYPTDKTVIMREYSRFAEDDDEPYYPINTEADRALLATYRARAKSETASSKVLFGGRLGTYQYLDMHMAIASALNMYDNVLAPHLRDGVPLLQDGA
GDH-TPI inh: counter-screen for M. tuberculosis FBA inhibitors: GDH-TPI coupled enzymes; 360,000 tested, 1.2% active; AID 588335; GDH-TPI coupled enzyme counterscreen, NADH absorbance; inhibition, % at 4.8 µM; in the data active = inhibition above about 30%;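 also: 0% = DMSO wells and 100% = wells lacking the enzyme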
PfHsp40 yeast: rescue of PfHsp40-mediated yeast toxicity. S. cerevisiae expressing PfHsp40, growth rescue, ATP luminescence. growth rescue, % at 12.5 µM. 340,000 tested, 0.68% active. AID 504582; in the data active = growth rescue above about 28%, passing the limit was not always enough;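 also: yeast W303a lacking pdr1 and pdr3 grown in galactose medium; growth measured after three days at 30 °C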
TcdB GH inh: blocks C. difficile toxin B glycohydrolase activity | AID 652162 | P18177 | 350,000 tested, 0.24% active | inhibition, % at 9.99 µM | TcdB glycohydrolase enzymatic assay, plate reader; in the data active = inhibition above about 10%
Y pestis TopoI: inhibitors of Yersinia pestis topoisomerase I | AID 504884 | activity, % at 10 µM | 360,000 tested, 0.064% active | Y. pestis Topo-I cleavage product accumulation, plate reader; in the data active = activity above about 50%, passing the limit was not always enough; also: inactives centre near 2
* = called active by the depositor; i = inactive; nt = no result given; & = joins results of further samples. Compounds as they come; any-hit rate near 4.6%.

The line under a structure holds: BH1578 lux ind, Mtb BioA inh, FadD28 FP inh, Mtb FBA inh, Mtb UGM inh, GDH-TPI inh, PfHsp40 yeast, TcdB GH inh, Y pestis TopoI
COc1ccc(C2=CC(c3ccc(C)cc3)n3nnnc3N2)cc1 (configuration not stated)
 : -0.7, -12, -0.8, 21, -0.6, 25, 0.5, nt, -9
COc1ccc(N2CCN(c3ccc(N)cc3C#N)CC2)cc1
 : i, -2.0, -3.3, -1, 2.8, 2, -0.7, nt, -15
CC(=O)c1c(O)c(C)c(O)c2c1OC1=CC(=O)/C(=C(/C)N)C(=O)C12C (configuration not stated)
 : 1.4, -1.1, -2.8, 2, nt, 10, nt, -0.3, -7
O=C(O)CC(CNC(=O)C1CCCN1C(=O)OCc1ccccc1)c1ccccc1 (configuration not stated)
 : -1.6, -0.6, -2.8, 1, 0.0, 12, -0.2, -1.9, -5
CC(=O)Nc1cc(-c2ccc(S(C)(=O)=O)cc2)cn2c(-c3ccc(F)cc3)cnc12
 : -3.7, 0.0, -2.5, 0, nt, 8, nt, -1.7, -3
O=C1NCCN1CCNS(=O)(=O)c1ccc(F)cc1
 : -0.2, nt, -2.2, -1, 2.6, -10, -0.8, -0.3, 1
COc1ccccc1C(=O)COC(=O)c1c(-c2ccccc2)noc1C
 : -0.4, -3.9, 1.5, 3, 1.2, 10, -0.7, 3.1, 14
CCc1ccc(-c2cc(C)no2)cc1S(=O)(=O)NCCc1ccc(OC)c(OC)c1
 : 0.9, nt, -1.0, 1, 1.8, 14, -1.3, 0.4, -10
CCOc1ccc(C(=O)NNC(=O)CNC(=O)c2ccc(C)s2)cc1OC
 : -5.7, -1.2, -3.4, -1, -0.2, -7, -1.2, 1.3, 2
COc1ccc(C2CC(c3ccccc3OC(C)=O)=NN2C(=O)/C=C/c2ccccc2)cc1 (configuration not stated)
 : -0.3, -0.9, -3.1, -4, -0.7, 18, 0.5, nt, 30
O=C(NCc1ccco1)c1csc2c1CCCCC2
 : -0.4, -0.5, 1.2, 0, -0.2, 3, 2.7, 0.7, 9
O=c1[nH]c2ccccc2n1C1CCN(C(CCc2ccccc2)c2nnnn2C2CCCC2)CC1 (configuration not stated)
 : nt, -5.7, -1.3, 1, nt, nt, nt, 2.3, nt
COc1cc(Cl)cc(/C=N\NC(=O)c2ccc3c(c2)OCO3)c1O
 : -0.8, -0.6, -0.9, 27*, nt, 29, nt, 1.1, -11
Cc1cc(NC(=O)CCC(=O)N(Cc2ccc(F)cc2)C(C(=O)NC2CCCC2)c2ccco2)no1 (configuration not stated)
 : i, -5.8, -2.0, -2, -0.8, -7, 0.6, 0.3, 16
CC(C)CSc1nc2ccccc2n1CC(N)=O
 : i, 0.2, -4.2, -2, -1.6, -4, -0.6, nt, 5
CCN(CC)C(=O)CSc1ccc(C(F)(F)F)cc1[N+](=O)[O-]
 : -0.3, nt, -0.5, 2, -2.2, 12, 1.6, nt, -8
COc1ccc(OC)c(-n2c(SCC(=O)NCc3ccco3)nnc2-c2c[nH]c3ccccc23)c1
 : -0.3, -4.3, 1.5, 3, -0.1, -1, -1.2, 0.1, -7
CCOc1ccccc1C1CC(=O)NC2=C1C(=O)CCC2 (configuration not stated)
 : i, -1.2, -2.2, -1, 1.9, 10, -1.3, nt, 1
CCOC(=O)c1cc(-c2ccc(F)cc2)n(CC(=O)NCc2ccccn2)c1C
 : -0.3, nt, -0.9, -2, -4.1, 7, -2.5, 0.9, 3
CCCC(=O)Nc1nnc(SCC(=O)Nc2ccc3c(c2)OCCO3)s1
 : i, nt, -0.3, 1, 2.9, -1, 0.5, 1.0, -3

Overlap with the part before: four compounds, then new ones.
The line under a structure holds: BH1578 lux ind, Mtb BioA inh, FadD28 FP inh, Mtb FBA inh, Mtb UGM inh, GDH-TPI inh, PfHsp40 yeast, TcdB GH inh, Y pestis TopoI
COc1ccc(OC)c(-n2c(SCC(=O)NCc3ccco3)nnc2-c2c[nH]c3ccccc23)c1
 : -0.3, -4.3, 1.5, 3, -0.1, -1, -1.2, 0.1, -7
CCOc1ccccc1C1CC(=O)NC2=C1C(=O)CCC2 (configuration not stated)
 : i, -1.2, -2.2, -1, 1.9, 10, -1.3, nt, 1
CCOC(=O)c1cc(-c2ccc(F)cc2)n(CC(=O)NCc2ccccn2)c1C
 : -0.3, nt, -0.9, -2, -4.1, 7, -2.5, 0.9, 3
CCCC(=O)Nc1nnc(SCC(=O)Nc2ccc3c(c2)OCCO3)s1
 : i, nt, -0.3, 1, 2.9, -1, 0.5, 1.0, -3
COc1ccc(OCCOC(=O)c2cccs2)cc1
 : 524*, 2.0, -0.3, 3, -1.0, -6, 0.0, nt, 4
COc1cccc(/C=N\n2c(C)nnc2C)c1OC
 : i, -1.3, -5.0, 7, 0.2, -7, -1.4, nt, 2
Cc1ccccc1C(=O)N1CCC(C(=O)Nc2nc3ccc(F)cc3s2)CC1
 : i, nt, -3.4, -5, -1.1, -2, 1.1, 1.3, -4
CCCC(=O)NCCCc1nc2ccccc2n1CCC
 : i, 2.4, -0.7, 2, 1.6, 11, -1.5, nt, 9
CCc1nc2ccccc2n1Cc1ccc(F)cc1
 : -0.8, nt, -5.8, -2, 1.8, -9, -0.4, -0.3, -10
Cc1ccc(-n2[nH]c(=O)c(-c3ccccn3)c2C)cc1
 : i, nt, -1.8, 0, 1.9, 5, -1.6, -0.5, -8
CCc1nnc(NS(=O)(=O)c2ccc(NC(=S)NC(=O)/C=C/c3ccc(OC)cc3)cc2)s1
 : -2.6, nt, -1.4, 3, -0.4, 14, -1.5, nt, 8
O=C(NCCCN1CCC(Cc2ccccc2)CC1)C1CC(=O)N(C2CCCCCC2)C1 (configuration not stated)
 : -1.8, 0.3, -4.2, -2, -1.0, 3, -1.4, nt, 22
COc1ccc(-c2nc3c(=O)n(C)c(=O)[nH]c3n2CCc2ccccc2)cc1
 : 2.6, 1.2&-0.6, -2.7, 184*, -0.9, 8, -1.2&1.2, nt, -1
Cc1ccc(NC(=O)N2CCN(C(=O)c3ccco3)CC2)cc1Cl
 : -0.3, 16, 0.4, 0, -1.4, 3, -0.3, 0.5, 0
Cc1ccccc1NC(=S)NCc1ccco1
 : -0.6, -0.5, -3.9, -2, -1.3, 4, -0.7, nt, -3
COc1ccc(C(CC(=O)O)NC(=O)Cc2ccccc2)cc1 (configuration not stated)
 : i, -0.2, -0.8, 1, 2.3, 2, -1.8, nt, -3
COC(=O)c1c(NC(=O)CSc2ncn[nH]2)sc(C)c1C
 : 4.3, -2.1, -1.0, 1, 7.1, 2, -2.5, 1.2, 1
CCc1ccc(-n2c(O)c(C=NCCN(CC)CC)c(=O)[nH]c2=O)cc1
 : i, -2.4, 0.3, 1, nt, -2, -0.7, nt, 2
CC(C)(C)NC(=O)c1cccc2c1C(=O)c1ccccc1-2
 : i, -0.4, -0.8, -1, -2.9, -1, 1.6, 2.3, 5
Cc1ccc(NC(=O)/C(CN(C)C)=N\O)cc1
 : -0.4, nt, -2.5, -1, -0.8, 3, -1.6, nt, 1
O=C(NCCOc1ccccc1)c1ccccc1Cl
 : -6.7, -2.9, -1.8, 3, 0.7, 11, -0.9, 0.5, 3
CCC(C)[C@H](NC(=O)C1CC(=O)N(c2ccc(OC)cc2)C1)C(=O)NC1CCCC1 (some centres not stated)
 : -0.2, -0.5, 0.3, 0, 2.0, 0, -1.2, 2.2, -1
CC1CCN(CC(=O)Nc2nccs2)CC1
 : i, 0.4, -0.4, -1, -3.3, 1, 0.5, 0.5, -7
COc1ccc(CCNC(=O)c2sc3cc(C)ccc3c2Cl)cc1
 : i, 0.1, -1.2, 2, 4.4, 13, 0.4, nt, 26
COc1ccc(NC2(c3ccc(Cl)cc3)C(=O)c3ccccc3C2=O)cc1
 : nt, 0.3, 3.6, -3, 0.7, 0, 4.3, nt, -6
CC(C)N(Cc1ccccc1)C(=O)CN1C(=O)NC2(CCCC2)C1=O
 : i, -2.2, -0.1, -2, 0.6, 2, 0.8, -11, 0
Cc1cc(NC(=O)CSc2nnc(CNC(=O)c3ccccc3)o2)no1
 : 0.6, -2.3, -0.4, 2, 4.5, 2, -1.0, 1.5, -15
O=C(c1ccc2c(c1)OCO2)N(Cc1ccco1)C1(C(=O)NC2CCCCC2)CCCCC1
 : 17*, -1.6, -0.2, -2, 0.9, 10, 0.8, nt, 5
COc1cccc(CN(C)CC(=O)Nc2ccccc2C(=O)Nc2ccccc2)c1
 : -1.1, -2.0, 0.1, 4, -1.7, -1, -0.8, 0.6, 1
CCC1(c2ccccc2)NC(=O)N(CC(=O)Nc2cc(S(=O)(=O)N3CCOCC3)ccc2OC(C)C)C1=O (configuration not stated)
 : -0.1, -1.8, -0.3, 7, -2.4, -1, 0.5, 0.6, -3
O=C(Nc1ccc([N+](=O)[O-])cc1Br)c1cccnc1
 : -0.6, nt, -2.7, -1, -1.0, 0, -0.9, -0.1, 0
COc1ccc(-c2c3c(=O)n(C)c(=O)n(C)c3cn2-c2cccc(OC)c2)cc1
 : -0.4, -0.2, -4.4, 0, 0.7, -3, 0.2, -1.0, 12
O=C(O)c1ccccc1NS(=O)(=O)c1cccc(NS(=O)(=O)c2cc(Br)ccc2Br)c1
 : i, 1.1, 1.0, 4, 6.7, 7, 6.2, 1.3, -3
O=C(CSc1nc2cc(Cl)ccc2s1)c1cc2ccccc2o1
 : 1.7, -0.9, 0.2, 4, 0.5, 4, 0.9, 1.3, 3
O=C(CCc1nnc(Cc2ccc3c(c2)OCO3)o1)NCCc1ccccc1Cl
 : -0.4, -0.7, -3.6, 2, -2.0, 0, -0.5, 0.5, 14
Cc1ccc(C(=O)Nc2ccc(Nc3ccccc3)cc2)c(Cl)c1
 : 0.8, -2.7, 0.1, -3, 0.1, 6, -3.1, 0.8, -13
CC(=O)Nc1ccc(S(=O)(=O)Nc2ccc3nc(C)sc3c2)cc1
 : 0.4, 2.2, -3.5, 1, 0.4, 2, -0.7, -0.2, -1
O=C(Cc1c[nH]c2ccccc12)NCc1ccncc1
 : i, -4.1, -0.3, 8, -1.5, -2, 0.2, 1.1, -13
O=C(O)CN1C(=O)CCS(=O)c2ccccc21 (configuration not stated)
 : -0.5, -0.8, 0.4, 0, 4.1, 5, -0.9, -0.3, 4
Cc1cc(O)c(NC(=O)c2ccc(C)c([N+](=O)[O-])c2)cc1C
 : -0.2, nt, 0.3, 1, -3.0, 13, -0.8, 1.3, 2
CCCCNC(=O)COC(=O)c1ccc(N(C)C)cc1
 : 170*, nt, -0.8, 3, -1.3, 8, -0.8, -1.3, 4
CCc1cc2c(SCC(=O)NC3CCS(=O)(=O)C3)ncnc2s1 (configuration not stated)
 : -0.2, nt, -1.6, -4, 2.9, 3, -0.4, -0.6, 7
CC1CCN(C(=O)CCNS(=O)(=O)c2ccc(Br)cc2)CC1
 : i, 0.8, -2.1, -2, -4.1, 3, 3.3, 1.4, 12
CCOC(=O)N1CCC(NC(=O)c2cc(C)c3c(C)nn(-c4ccccc4)c3n2)CC1
 : -0.2, -0.4, -4.5, -1, 2.2, -3, 0.1, nt, 3
CC(C)N(C(=O)CC1ON(C)C(=O)N1c1ccc(Cl)cc1)C(C)C (configuration not stated)
 : 0.3, nt, -0.7, 3, 0.4, 5, -0.2, 0.7, 14

Screening data: PubChem BioAssay, several laboratories
